PvdQ inh: P. aeruginosa PvdQ acylase inhibition | AID 488965 | purified PvdQ acylase, fluorescence plate reader | inhibition, % at 10 µM | hit rate 0.063% among 340,000; in the data active means inhibition above about 30%, passing the limit was not always enough;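 further: 0% = vehicle neutral wells and 100% = reference inhibitor wells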
Rtt109 Vps75: inhibitors of Candida albicans Rtt109/Vps75 histone acetyltransferase | Q5AAJ8 | inhibition, % at 34.9 µM | hit rate 0.16% among 330,000 | purified Rtt109/Vps75, ThioGlo CoA-SH fluorescence, 4 h;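 active means inhibition of at least 50% in every replicate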
Target sequence (Q5AAJ8 whole entry, looked up): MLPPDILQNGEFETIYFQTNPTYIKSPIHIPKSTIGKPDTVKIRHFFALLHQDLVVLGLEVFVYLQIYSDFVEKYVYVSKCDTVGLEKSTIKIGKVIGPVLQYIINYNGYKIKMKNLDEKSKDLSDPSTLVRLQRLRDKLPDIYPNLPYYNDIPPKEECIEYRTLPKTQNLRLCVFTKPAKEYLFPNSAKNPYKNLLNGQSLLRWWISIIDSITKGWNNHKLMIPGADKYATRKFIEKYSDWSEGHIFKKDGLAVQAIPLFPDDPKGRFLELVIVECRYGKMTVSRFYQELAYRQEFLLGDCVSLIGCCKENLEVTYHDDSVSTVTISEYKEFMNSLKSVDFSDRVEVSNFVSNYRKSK
CAL PDZ FP-1: inhibitors of human CAL PDZ peptide binding. inhibition, % at 24.9 µM. purified CAL PDZ, TMR-peptide fluorescence polarization, 1 h. Q9HD26. AID 602252. hit rate 0.92% among 300,000;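 active means mean inhibition of at least 30% with at least half of replicates also reaching 30%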;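 further: 0% = DMSO neutral control and 100% = excess unlabeled competitor peptide PRC23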
PfHsp90 set2: inhibits growth of yeast expressing Plasmodium falciparum Hsp90; inhibition, % at 9.4 µM; hit rate 0.32% among 310,000; AID 504621; S. cerevisiae expressing PfHsp90, BacTiter-Glo ATP, 48 h; yeast lacking PDR1 and PDR3 efflux regulators;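 active means every replicate shows inhibition above about 80%, whatever the replicate mean, limit read from the data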;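 further: 0% = DMSO neutral controls and 100% = 20 µM radicicol positive controls; yeast relying on Plasmodium falciparum Hsp90 in place of its own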
NSD2 inh: inhibitors of human histone methyltransferase NSD2. inhibition, % at 12.5 µM. hit rate 0.54% among 310,000. NSD2 peptide methylation, AlphaScreen, 120 min; in the data active means inhibition above about 50%
CAL PDZ FP-2: inhibitors of human CAL PDZ peptide binding. Q9HD26. purified CAL PDZ, TMR-peptide fluorescence polarization, 1 h. inhibition, % at 20 µM. hit rate 0.02% among 330,000. AID 504414;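 active means highest replicate inhibition of at least 40%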;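 further: plate controls were DMSO neutral control wells for no effect and unlabeled competitor peptide control wells for full effect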
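Read-out basis: mP drop reported as inhibition | Assay system: Tagged CAL PDZ protein CerCALP, purified | Benchmarks: Unlabelled peptide for full inhibition, DMSO wells as neutral | Schedule: 1 h incubation at room temperature before polarization reading | Buffer or medium: Sodium phosphate/NaCl buffer pH 7.4 with TCEP, IgG, Thesit | Doses: Single point, 20 µM | Measured by: Fluorescence polarization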
dFosB act: enhances mouse delta FosB homodimer DNA binding. hit rate 0.99% among 340,000. purified delta FosB, TAMRA-CDK5 oligo fluorescence polarization; percent of positive-control signal above neutral wells. activation, % at 25 µM. P13346;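 active means mean activation above about 17%, with every replicate also reaching it, limit read from the data, passing the limit was not always enough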;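 further: fluorescence polarization rise as delta FosB binds a TAMRA Cdk5 AP-1 oligo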
Target sequence (P13346 whole entry, looked up): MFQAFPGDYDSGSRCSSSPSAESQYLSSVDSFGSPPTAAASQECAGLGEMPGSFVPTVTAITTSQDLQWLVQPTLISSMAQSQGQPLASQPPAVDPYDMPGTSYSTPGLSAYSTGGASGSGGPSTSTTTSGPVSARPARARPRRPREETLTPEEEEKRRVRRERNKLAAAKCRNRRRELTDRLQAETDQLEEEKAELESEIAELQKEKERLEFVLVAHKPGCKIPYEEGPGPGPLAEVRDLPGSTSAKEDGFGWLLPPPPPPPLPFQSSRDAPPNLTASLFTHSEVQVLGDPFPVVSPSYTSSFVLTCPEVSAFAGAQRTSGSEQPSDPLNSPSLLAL
SR-BI uptake up: SR-BI HDL lipid transfer activation; CHO ldlA[mSR-BI] cells, DiI-HDL uptake fluorescence, 3 h; 100 = double the neutral-control signal; hit rate 0.096% among 320,000; activation, % at 12.5 µM; AID 504775;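 active means mean replicate activation of at least 60% and every replicate at or above 60%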;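 further: 0% = median plate neutral-control signal and 100% = twice that signal; values of inactives mirror those of a sister screen read the other way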
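system = CHO ldlA[mSR-BI] cells, LDL receptor-null, SR-BI overexpressing | medium = Ham's F12 with 0.5% BSA, HEPES 25 mM, pH 7.4 | probe or stimulus = DiI-HDL 10 µg/mL | compound dosing = single-point compound dose | incubation = compound exposure 3 h, 37 °C | technique = DiI fluorescence, bottom read | read-out = cell-associated DiI fluorescence as measure of HDL uptake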
SR-BI HDL uptake: inhibitors of mouse SR-BI mediated HDL lipid uptake; ldlA[mSR-BI] CHO cells, DiI-HDL uptake fluorescence, 3 h; inhibition, % at 12.5 µM; hit rate 0.96% among 320,000;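 active means mean replicate inhibition of at least 70% and a set share of replicates each scoring 70 or more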;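 further: 0% = median of neutral control wells and 100% = median of positive control wells; values of inactives mirror those of a sister screen read the other way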
MITF act: activators of MITF-driven TRPM1 promoter activity in SK-MEL-5 cells; SK-MEL-5 TRPM1-promoter luciferase, 24 h; % of positive control, neutral wells = 0; activation, % at 12.5 µM; hit rate 0.75% among 300,000;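 active means mean activation of at least 80% with every replicate also reaching 80%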;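 further: 0% = neutral control wells and 100% = parthenolide positive control wells; values of inactives mirror those of a sister screen read the other way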
* marks the source's active call; other numbers are inactive results; / = no result given.

SMILES | PvdQ inh | Rtt109 Vps75 | CAL PDZ FP-1 | PfHsp90 set2 | NSD2 inh | CAL PDZ FP-2 | dFosB act | SR-BI uptake up | SR-BI HDL uptake | MITF act
CC1CCCCN1C(=O)COC(=O)CSc1ccc(C(N)=O)cc1[N+](=O)[O-] (configuration not stated) | -24.9 | 8.5 | -1.2 | 8.8 | 2.6 | -1.5 | -2.9 | 12.2 | -12.2 | 1.3
Cc1nn(CC#N)c(=O)n1-c1ccc(Cl)cc1 | 6.4 | 6.7 | 4.3 | -23.4 | -2.4 | -1.2 | -4.4 | 20.2 | -20.2 | -3.6
Cc1ccc(CNC(=O)CCCCn2c(=O)[nH]c3ccsc3c2=O)cc1 | 2.4 | -1.7 | -4.5 | 9.5 | -0.4 | 0.3 | -3.8 | / | / | -8.9
Cc1noc(C)c1NC(=O)N(C)C[C@H]1Oc2ccc(NC(=O)C3CC3)cc2C(=O)N([C@H](C)CO)C[C@@H]1C | -11.1 | -0.6 | -0.9 | 13.8 | / | 0.0 | -5.3 | 13.5 | -13.5 | 3.5
CN(C)S(=O)(=O)c1ccc(N2CCCC2)c(C(=O)OCC(=O)NC2(C#N)CCCCC2)c1 | -6.2 | 1.7 | -2.0 | -2.1 | -0.7 | -1.7 | -8.6 | -7.6 | 7.6 | -0.6
CCOc1ccccc1OCc1nn2c(COc3ccccc3)nnc2s1 | 8.1 | 14.7 | / | / | -1.8 | -2.0 | -11.6 | -12.2 | 12.2 | -8.8
Cc1sc2nc(CSc3ccccc3)nc(N3CCOCC3)c2c1C | 5.6 | 1.2 | -0.8 | 3.9 | -0.3 | -3.0 | -3.9 | -45.2 | 45.2 | 0.9
CCN(CC)CCN(Cc1cc2cc3c(cc2[nH]c1=O)OCCO3)C(=S)NC | 13.2 | 4.0 | -5.1 | 15.5 | 11.2 | 0.5 | -4.8 | 18.3 | -18.3 | /
Cc1cccc(-n2ccnc2CN2CCC(CO)(Cc3ccccc3)CC2)c1 | -7.4 | -2.1 | 0.4 | -40.2 | 0.1 | 0.3 | -4.6 | / | / | -6.3
NS(=O)(=O)c1ccc(CNC(=O)c2ccc(NS(=O)(=O)c3ccc4[nH]c(=O)[nH]c4c3)cc2)cc1 | -6.1 | 5.6 | -4.0 | -12.2 | 2.8 | -3.0 | -11.2 | 6.9 | -6.9 | 2.7
Cn1c2ccccc2n2c(=O)c(=O)n(CC(=O)c3ccc(F)cc3)nc12 | -9.1 | -9.3 | -2.7 | 4.0 | -2.0 | -2.2 | 3.4 | 16.6 | -16.6 | -6.1
Clc1ccccc1CNCC1CCCO1 (configuration not stated) | 6.3 | 5.1 | 1.0 | -14.8 | 0.0 | 2.4 | 5.7 | -13.0 | 13.0 | -2.5
COc1ccc(N2C(=O)CN=C2Nc2nc(C)cc(C)n2)cc1OC | -2.4 | 2.8 | / | / | -1.1 | -1.7 | -6.3 | 24.7 | -24.7 | -2.7
CCCC[C@@H]1CCCO[C@@](C(=O)NCc2ccc(C)o2)(C(F)(F)F)C1 | 0.2 | 4.3 | 0.4 | -18.9 | / | 0.1 | -3.5 | -5.7 | 5.7 | -10.5
COc1ccccc1N1CCN(C(=O)CCn2c(=O)[nH]c3ccsc3c2=O)CC1 | -6.1 | -1.0 | 1.6 | / | -0.4 | -1.7 | -5.1 | 18.7 | -18.7 | /
S=C1NCCN1CC1CCN(CCC23CC4CC(CC(C4)C2)C3)CC1 | -20.0 | 8.3 | -6.7 | 1.5 | / | -0.3 | 0.9 | 7.2 | -7.2 | 14.5
CS(=O)(=O)c1ccc(C(=O)Nc2ccc(N3CCCCC3)cc2)c(Cl)c1 | 5.6 | 9.2 | 0.1 | 11.3 | 0.6 | -2.3 | -4.8 | -6.8 | 6.8 | 5.2
O=c1cc2ncc(-c3[nH]ncc3[N+](=O)[O-])cn2[nH]1 | -14.3 | -2.5 | -2.4 | 13.5 | 12.9 | -1.4 | -6.2 | -0.3 | 0.3 | -0.9
CCN(CC)CP(=O)(c1ccccc1)c1ccccc1 | -14.7 | -2.2 | -0.3 | 11.8 | -0.7 | -0.5 | -4.7 | 3.6 | -3.6 | -11.7
CCN(c1ccccc1)S(=O)(=O)c1ccc(C(=O)NCCc2ccc(S(N)(=O)=O)cc2)cc1 | -5.0 | 6.6 | -5.2 | 6.1 | 0.6 | -0.3 | -17.6 | 6.4 | -6.4 | 3.3
COc1ccc(OCCSCc2nnc(NC(=O)Nc3ccc(Cl)cc3)s2)cc1 | -14.1 | -1.4 | -3.9 | -19.6 | -1.2 | -2.4 | 23.6* | -6.9 | 6.9 | -11.4
CC(C)(C)c1ccc(COC(=O)Nc2ccc(F)cc2)cc1 | -13.7 | -9.7 | -3.1 | 35.8 | -1.0 | -1.6 | -7.3 | 6.3 | -6.3 | 67.2
CCOc1ccc(/C(O)=C2/C(=O)C(=O)N(CCOCCO)C2c2ccccn2)cc1 (configuration not stated) | -14.9 | 10.5 | / | / | -0.9 | -0.5 | -5.0 | 5.8 | -5.8 | 9.4
CN(C(=O)Cn1nnc(-c2cccc(C(F)(F)F)c2)n1)C1CCCCC1 | -5.8 | -3.8 | -3.4 | 17.0 | -1.1 | -1.1 | -1.0 | 2.0 | -2.0 | -5.5
O=C1CCCc2c1[nH]c1ccc(Br)cc21 | -8.5 | 1.4 | -3.9 | / | 0.6 | -2.4 | -11.4 | -3.4 | 3.4 | /

(continued)
SMILES | PvdQ inh | Rtt109 Vps75 | CAL PDZ FP-1 | PfHsp90 set2 | NSD2 inh | CAL PDZ FP-2 | dFosB act | SR-BI uptake up | SR-BI HDL uptake | MITF act
O=C(NCC1CCCO1)c1cc(-c2ccccc2)on1 (configuration not stated) | -8.6 | / | -1.7 | 13.3 | -1.2 | -2.5 | -6.7 | -12.3 | 12.3 | 7.4
O=C(O)CC(NCc1ccco1)C(=O)OCCCl (configuration not stated) | -8.8 | 1.9 | 0.5 | 2.0 | -6.8 | -1.9 | 5.3 | 20.2 | -20.2 | -5.1
O=C(O)C1CCN(Cc2cnn(-c3ccccc3)c2-n2cccc2)CC1 | -4.9 | 4.6 | / | 6.2 | -4.6 | -1.4 | 0.1 | 37.1 | -37.1 | -11.5
COc1cc(OC)c(-n2c(C)cc(C=O)c2C)cc1Cl | -7.1 | 0.7 | 2.9 | / | 4.3 | / | -2.2 | 4.9 | -4.9 | 5.7
O=c1cc(N2CCN(Cc3ccccc3)CC2)[nH]c(=O)n1Cc1ccc(F)cc1 | 6.0 | -3.2 | 0.1 | 11.4 | -1.7 | -1.3 | 4.0 | 10.0 | -10.0 | -4.2
N#C/C(=C\c1ccc(F)c(Cl)c1)S(=O)(=O)c1ccccn1 | -4.1 | -4.1 | -0.8 | 33.7 | 4.0 | -0.3 | -8.4 | 9.6 | -9.6 | -7.1
CCc1ccc(CNC(=O)c2nn(C)c3c2CS(=O)(=O)c2ccccc2-3)cc1 | 4.5 | 18.5 | -2.6 | -15.8 | 4.8 | -0.9 | 2.9 | -13.5 | 13.5 | -0.2
COC(=O)C(Cc1ccc(OC(=O)c2ccc(C)cc2)cc1)N1Cc2ccccc2C1=O (configuration not stated) | -17.3 | 3.9 | -3.8 | / | 1.3 | 0.7 | -5.9 | -6.4 | 6.4 | 54.7
CCOc1ccc(C(=O)c2nc3c(n2O)CCCCC3)cc1 | -21.3 | 7.3 | -2.1 | 6.7 | 0.8 | -0.2 | -0.8 | 38.2 | -38.2 | 10.9
Cc1ccccc1N=Cc1ccc[nH]1 | -12.3 | -1.3 | -2.0 | -2.1 | -1.6 | -0.5 | 3.1 | 16.0 | -16.0 | /
O=C(Nc1ccc(Cn2nnc3ccccc32)cc1)c1ccco1 | 13.5 | 3.0 | -5.0 | -22.6 | -2.6 | -1.4 | -6.3 | 20.5 | -20.5 | /
N#Cc1ccc(C(=O)Nc2nnc(-c3cccs3)o2)cc1 | -9.6 | -0.8 | / | -42.6 | / | -0.8 | -2.4 | 1.8 | -1.8 | 0.7
Cc1cc(C(=O)CCC(=O)NC(C)c2ccc(S(N)(=O)=O)cc2)c(C)s1 (configuration not stated) | -5.2 | -18.2 | -0.6 | -4.7 | -1.8 | -1.8 | 0.4 | 0.3 | -0.3 | -2.3
COc1ccc(CCNC(=O)CNC(=O)c2ccc3c(c2)OCO3)cc1OC | 1.2 | 5.1 | -2.7 | 41.6 | -1.8 | 0.0 | 4.2 | 1.7 | -1.7 | 8.3
O=C(c1cc(S(=O)(=O)N2CCOCC2)ccc1Cl)N1CCc2ccccc2C1 | 5.4 | 2.9 | -5.8 | -7.6 | 1.8 | -0.8 | -2.6 | -12.1 | 12.1 | -1.5
CC[C@@]1(C(=O)OC)N[C@H](CN(C)S(=O)(=O)c2ccccc2)[C@@H]2C(=O)N(C)C(=O)[C@@H]21 | -12.5 | -7.9 | 1.8 | 2.5 | / | -0.2 | 0.2 | 27.2 | -27.2 | 5.1
Nc1cc(SCc2ccc(Cl)cc2Cl)ncn1 | -14.9 | -3.9 | -5.0 | 19.8 | -3.4 | -0.5 | -2.0 | / | / | 6.8
CCOC(=O)NC(CC(=O)O)c1ccc(OCC)cc1 (configuration not stated) | 0.8 | 4.2 | 7.1 | 8.9 | -3.4 | -1.4 | -5.2 | 14.2 | -14.2 | -9.6
O=C(CCSc1nnc(-c2ccncc2)o1)Nc1cccc2ccccc12 | -18.8 | 8.0 | -1.0 | 21.6 | 2.2 | 0.1 | -1.9 | / | / | -0.2
Cc1ccc(C(=O)NC(C)c2ccc(-n3ccnc3)cc2)c(C)c1 (configuration not stated) | -12.6 | -4.1 | -4.7 | 10.6 | -1.7 | -3.0 | -0.7 | 16.7 | -16.7 | 0.8
CCCOc1ccc(-c2cnc(N)s2)cc1 | -6.8 | -2.6 | 0.5 | 3.8 | 0.5 | -3.0 | -0.2 | 11.7 | -11.7 | 87.6*
CCC(=O)n1nc(-c2cccnc2)nc1NCc1ccc(OC)cc1 | 5.0 | 15.5 | -2.5 | 9.7 | -0.3 | -0.6 | -10.3 | -0.3 | 0.3 | 6.3
NS(=O)(=O)c1cccc(NC(=O)COC(=O)Cc2ccc(S(=O)(=O)N3CCCCC3)s2)c1 | 4.7 | -2.6 | -0.2 | 6.5 | 0.7 | -2.3 | -15.0 | -10.1 | 10.1 | 0.0
O=c1c(Cc2ccc(Cl)cc2Cl)c(O)ccn1CC(F)(F)F | -14.0 | 0.1 | -1.2 | -5.4 | -0.6 | 0.9 | -4.0 | 32.8 | -32.8 | 0.5

Fetched by compound from the entries so far:
SMILES | PvdQ inh | Rtt109 Vps75 | CAL PDZ FP-1 | PfHsp90 set2 | NSD2 inh | CAL PDZ FP-2 | dFosB act | SR-BI uptake up | SR-BI HDL uptake | MITF act
Cc1ccccc1N=Cc1ccc[nH]1 | -12.3 | -1.3 | -2.0 | -2.1 | -1.6 | -0.5 | 3.1 | 16.0 | -16.0 | /
NS(=O)(=O)c1cccc(NC(=O)COC(=O)Cc2ccc(S(=O)(=O)N3CCCCC3)s2)c1 | 4.7 | -2.6 | -0.2 | 6.5 | 0.7 | -2.3 | -15.0 | -10.1 | 10.1 | 0.0
